High-throughput results: PubChem BioAssay, National Center for Advancing Translational Sciences (NCATS)
TrxR1 substrate: substrates of rat thioredoxin reductase 1 | O89049 | purified TrxR1 substrate turnover, NADPH consumption readout | Potency, µM (doses to about 114 µM), inactives show at the top dose activity change, negative = substrate turnover | 390,000 tested, 0.01% active | AID 588456; note: % is set by controls: 0 for no effect and ±100 for the full control effect; nearly all actives have a fitted effect of over 50% in size
Target sequence (O89049 whole entry, looked up): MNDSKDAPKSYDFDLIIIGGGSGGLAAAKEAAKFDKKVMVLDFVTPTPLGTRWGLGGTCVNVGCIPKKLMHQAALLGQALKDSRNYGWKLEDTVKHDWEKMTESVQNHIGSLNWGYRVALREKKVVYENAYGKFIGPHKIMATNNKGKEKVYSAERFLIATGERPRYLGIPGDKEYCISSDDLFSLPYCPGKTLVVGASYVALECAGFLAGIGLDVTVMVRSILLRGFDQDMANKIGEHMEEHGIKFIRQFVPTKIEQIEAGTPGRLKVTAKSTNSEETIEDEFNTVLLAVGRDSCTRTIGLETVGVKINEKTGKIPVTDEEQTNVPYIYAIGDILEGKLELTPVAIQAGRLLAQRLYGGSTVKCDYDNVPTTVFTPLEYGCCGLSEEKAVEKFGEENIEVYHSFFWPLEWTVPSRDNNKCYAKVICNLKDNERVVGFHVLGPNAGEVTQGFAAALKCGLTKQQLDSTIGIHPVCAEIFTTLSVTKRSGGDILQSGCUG
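Rat TrxR1, dispensed at 90 nM, was prereduced with 400 uM NADPH (final) for 5 min at ~22 deg C, then incubated with compound 15 min before 400 uM selenite. A first-read NADPH fluorescence drop versus no-compound background flagged substrates.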
USP1 inh: blocks the human USP1/UAF1 deubiquitinase complex; O94782; recombinant USP1/UAF1, Ub-Rhodamine cleavage fluorescence; Potency, µM (top dose mostly 57.1 µM), inactives show top-dose activity change, negative = inhibition, most hits filed as inhibitors; 390,000 tested, 0.23% active; note: % is set by controls: 0 for no effect and ±100 for the full control effect; nearly all actives have a fitted effect of over 60% in size; inactives centre near -12
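1 nM enzyme complex + cpd, 15 min RT; start with Ub-Rho 150nM final; kinetic fluorescence ex 480/em 540, 6 reads q60 s. Buffer 50mM HEPES pH 7.8, 0.5mM EDTA, 0.1 mg/ml BSA, 1mM TCEP, 0.01% Tween-20.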
RGS4 inh: inhibitors of human regulator of G protein signaling 4; P49798; Transcreener GDP fluorescence polarization, RGS4-accelerated GTP hydrolysis; Potency, µM (doses to about 114 µM), for the others: at the highest dose activity change, negative = inhibition, most hits filed as inhibitors; 390,000 tested, 0.039% active; note: % is set by controls: 0 for no effect and ±100 for the full control effect; nearly all actives have a fitted effect of over 75% in size; some results filed as inactive show a strong effect at the top dose
Target sequence (P49798 whole entry, looked up): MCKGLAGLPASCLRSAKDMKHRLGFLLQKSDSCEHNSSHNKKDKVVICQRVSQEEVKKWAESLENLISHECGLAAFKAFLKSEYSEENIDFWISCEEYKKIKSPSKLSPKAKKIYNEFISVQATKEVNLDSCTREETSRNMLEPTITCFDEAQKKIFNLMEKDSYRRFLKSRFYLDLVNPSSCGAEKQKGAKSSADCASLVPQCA
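MLSMR compounds (23 nl, pin-transferred) preincubated 10 min at room temperature with a 500nM (2x) first reagent, then RGS4 at 900nM (2x) plus Transcreener GDP mix added; fluorescence polarization (620/688 nm) read before and after 90 min at 30 °C.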
mIDH1 inhibitor: human IDH1 R132H inhibition; O75874; IDH1-R132H enzyme, NADPH consumption, diaphorase/resazurin fluorescence; Potency, µM (top dose mostly 76.6 µM), without a hit: at the top dose activity change, negative = inhibition, hits mostly inhibitors; 390,000 tested, 0.093% active; note: % is set by controls: 0 for no effect and ±100 for the full control effect; nearly all actives have a fitted effect of over 65% in size
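IDH1-R132H (0.5 ug/mL) preincubated 30 min with compound, then NADPH (0.016 mM) and alpha-KG (2 mM) added; 80 min at RT, pH 7.5. Remaining NADPH coupled via diaphorase/resazurin to fluorescence (540/590 nm); concentration-response curves normalized to no-enzyme control.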
12-LOX inh: inhibitors of human 12S-lipoxygenase ALOX12 | P18054 | purified 12hLO, xylenol orange hydroperoxide absorbance | Potency, µM (titrated, usually from 108 µM), for the others: top-dose activity change, negative = inhibition, usual class: inhibitors | 580,000 tested, 1.1% active; note: % is set by controls: 0 for no effect and ±100 for the full control effect
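Purified human 12hLO (150 nM final) in 25 mM Hepes, 0.01% Triton X-100, pH 7.0 was preincubated 15 min at room temperature with compound. Then 40 uM arachidonic acid was added, 30 min. Hydroperoxide was read by Fe-XO absorbance ratio 573/405 nm.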
RXFP1 agonist: RXFP1 (human) receptor agonism | Q9HBX9 | HEK293T-RXFP1 cAMP TR-FRET, 30 min; response scale: percent of porcine relaxin response, buffer zero | Potency, µM (titrated, usually from 57.5 µM), inactives show at the highest dose activation, actives largely listed as activators | 370,000 tested, 0.3% active; note: % is set by controls: 0 for no effect and ±100 for the full control effect; nearly all actives have a fitted effect of over 60% in size; many of its hits are not listed in these tables
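HEK293T cells stably expressing RXFP1 were pretreated with the PDE4 inhibitor Ro 20174, exposed to compounds for 30 min at 37C, lysed, and cAMP was read by TR-FRET. Data normalized to buffer (basal) and 29 nM porcine relaxin (100%).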
TrxR1 inh: blocks rat thioredoxin reductase 1 | Potency, µM (top dose mostly 114 µM), without a hit: at the highest dose activity change, negative = inhibition, hits mostly inhibitors | O89049 | 390,000 tested, 1% active | recombinant rTrxR1, NADPH fluorescence consumption, selenite substrate; note: % is set by controls: 0 for no effect and ±100 for the full control effect; nearly all actives have a fitted effect of over 65% in size
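Rat TrxR1 (90 nM in the dispensed reagent) was pre-reduced with 400 uM NADPH for 5 min at room temperature, then incubated with compound for 15 min. After 400 uM selenite was added, NADPH fluorescence (Ex 340/Em 450 nm) was followed for 8 min.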
Vif-APOBEC3G blk: blocks the Vif interaction with human APOBEC3G; Q9HC16; HeLa A3G-eYFP + Vif (tagged APOBEC3G with the HIV-1 protein that degrades it), YFP fluorescence, overnight; Potency, µM (titrated, usually from 46.1 µM), inactives show top-dose activity, negative = active, usual class: inhibitors; 410,000 tested, 0.076% active; AID 602310;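 note: % is set by controls: 0 for no effect and ±100 for the full control effect; nearly all actives have a fitted effect of over 60% in size; hits raise eYFP signal because A3G escapes Vif-driven loss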
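HeLa cells stably expressing Vif and C-terminally eYFP-tagged A3G, seeded overnight at 37 deg C, then exposed to compound by pintool overnight at 37 deg C. Rise in yellow fluorescence (Ex 488/Em 500-530, Acumen) marks blocked Vif-driven A3G degradation.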
Vif-APOBEC3F blk: Vif-A3F binding inhibition; HeLa A3F-eYFP + Vif (tagged APOBEC3F with the HIV-1 protein that degrades it), YFP fluorescence increase; Potency, µM (top dose mostly 46.1 µM), for inactives: top-dose activity, negative = active; 390,000 tested, 0.2% active; note: % of control where 0% means no effect; nearly all actives have a fitted effect of over 65% in size
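HeLa cells stably expressing Vif plus C-terminally eYFP-tagged A3F were seeded, incubated overnight at 37 deg C, dosed with compound, incubated overnight again at 37 deg C. Yellow fluorescence (Ex 488/Em 500-530) reported blocked Vif-mediated A3F-eYFP degradation.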
* hit, by the source's call; i = inactive; ? = inconclusive; . = no result given; & = joins results of further samples; [ ] = another dose, or the depositor's remark. Calls come from the whole dose curve; as a rule, active = well fitted curve in the direction sought with a large enough effect; inconclusive = small, poorly fitted or top-dose-only effect, or another doubt; inactive = no such curve, though single readings can be large; an effect the other way counts as inactive or inconclusive. Potency is the fitted concentration of half-maximal effect.

Compound	TrxR1 substrate	USP1 inh	RGS4 inh	mIDH1 inhibitor	12-LOX inh	RXFP1 agonist	TrxR1 inh	Vif-APOBEC3G blk	Vif-APOBEC3F blk
Cc1ccsc1C(=O)OCC(=O)N(C)c1c(N)n(Cc2ccccc2)c(=O)[nH]c1=O	-5%	-7%	-7%	4%	-16%	0.7%	-9%	-2%	-4%
O=C(COc1ccc(Br)cc1)N1CCc2ccccc2C1	3%	-15%	-12%	2%	-2%	1.4%	5%	-4%	15%
COc1ccc(OC)c(Nc2ccc(Nc3cc(OC)ccc3OC)nn2)c1	-15%	-8%	-9%	0%	-22%	1.9%	-13%	1%	-6%
CC(O)CN1CC(O)=C(c2nc3ccccc3s2)C1=N (stereo not given)	-1%	-22%	1%	-11%	0%	-0.2%	16%	0%	12%
NC(=O)CC(NC(=O)c1ccc(Br)cc1)c1ccc(N2CCC(Cc3ccccc3)CC2)c([N+](=O)[O-])c1 (stereo not given)	7%[57.1 µM]	12%	15%	4%	?	-2.8%	8%[57.1 µM]	-7%	?
Cc1ccccc1OCC(=O)OCC(=O)Nc1cc(S(C)(=O)=O)ccc1Cl	8%	-9%	-2%	5%	-18%	0.5%	20%	1%	3%
CCN(CC)S(=O)(=O)c1cccc(NC(=O)c2ccc(S(=O)(=O)N3CCCC3)cc2)c1	3%	-23%	-18%	10%	0%	.	16%	2%	0%
Cc1ccc(-c2nc3sc(CCNC(=O)c4ccco4)c(C)n3n2)cc1	-5%[57.1 µM]	?	-13%	17%	-29%	4.1%	13%[57.1 µM]	-2%	7%
O=C(NNC(=O)c1cccc(Cl)c1)NNC(=O)c1cccc(Cl)c1	6%	-22%	-31%	5%	-2%	.	10%	0%	-9%
Cc1ccc(S(=O)(=O)N(C)CC(=O)O/N=C(\N)c2cccc(Br)c2)cc1	-7%	-5%	1%	1%	-20%	0.8%	5%	2%	1%
CN1CCN(C(=O)CCc2nc3ccccc3n2-c2ccccc2)CC1	-17%	0%	-9%	5%	15%	0.0%	-9%	0%	0%
Cc1cccnc1NC(=O)CCNC(=O)c1ccccc1Cl	0%	-23%	7%	-6%	24%	-4.3%	4%	-8%	0%
COc1ccc(S(=O)(=O)N2CCCCC2)cc1NC(=O)Cn1cnc2ccccc2c1=O	-4%	-8%	17%	-6%	-1%	4.8%	7%	-7%	-21%
Cc1n[nH]c(=O)c2c(NC(=O)COC(=O)Cc3ccc(Cl)cc3Cl)oc(C)c12	0%	-10%	2%	-1%	-4%	0.3%	-12%	1%	-1%
CCOC(=O)c1cc(-c2ccccc2)n(CCC(=O)NCCc2ccc(C)cc2)c1C	-2%[57.1 µM]	-13%	-7%	0%	-32%	-3.5%	22%[57.1 µM]	0%	-12%

Complete entries, quoted from the list. Order of screens: TrxR1 substrate | USP1 inh | RGS4 inh | mIDH1 inhibitor | 12-LOX inh | RXFP1 agonist | TrxR1 inh | Vif-APOBEC3G blk | Vif-APOBEC3F blk
Record of COc1ccc(OC)c(Nc2ccc(Nc3cc(OC)ccc3OC)nn2)c1 = -15% | -8% | -9% | 0% | -22% | 1.9% | -13% | 1% | -6%
Record of COc1ccc(S(=O)(=O)N2CCCCC2)cc1NC(=O)Cn1cnc2ccccc2c1=O = -4% | -8% | 17% | -6% | -1% | 4.8% | 7% | -7% | -21%

Further entries.
Compound	TrxR1 substrate	USP1 inh	RGS4 inh	mIDH1 inhibitor	12-LOX inh	RXFP1 agonist	TrxR1 inh	Vif-APOBEC3G blk	Vif-APOBEC3F blk
Cc1ccnc(NC(=O)CNC(=O)Cc2cccc3ccccc23)c1	0%	-1%	-10%	-1%	0%	-1.1%	14%	2%	-8%
COCCN1C(=O)C(=O)/C(=C(/O)c2ccc(S(=O)(=O)N3CCOCC3)cc2)C1c1ccc(O)c(OC)c1 (stereo not given)	-9%	-18%	4%[56.9 µM]	-10%	.	0.8%	-4%	4%	-2%
CC(C)CN1CC(C)C(=O)N(c2ccccc2)C1=O (stereo not given)	-4%	4%	33%	1%	0%	.	-13%	-1%	-14%
Cc1ccc2c(c1)-c1onc(C(=O)N3CCN(c4cccc(C)c4C)CC3)c1CO2	14%	-14%	-3%	-2%	0%	4.8%	13%	-1%	6%
CC(C)(C)OC(=O)N[C@H](C(=O)OC(C)(C)C)c1ccc(C(F)(F)F)cc1	-10%	2%	22%	3%	2%	0.2%	-4%	3%	2%
O=C(c1ccccc1)c1ccc2ccccc2c1	-9%	-9%	5%	1%	-15%	.	5%	-1%	-3%
CC(=O)C1=C(C)NC(SCc2cccc([N+](=O)[O-])c2)=C(C#N)C1c1ccco1 (stereo not given)	-8%	3%	-36%	-4%	126%	3.2%	-14%	0%	1%
Cn1c(=O)[nH]c2cc3ccccc3cc21	2%	-13%	-7%	6%	0%	2.2%	-3%	-11%	2%
COc1ccc(OC2OC3COC(C)(C)OC3C(O)C2NC(C)=O)cc1 (stereo not given)	9%[57.1 µM]	-8%	52%	2%	-18%	-0.3%	18%[57.1 µM]	0%	-2%
Cc1ccc(N2C(=O)N(CC(=O)Nc3ccccc3C(F)(F)F)C(=O)C2C)cc1 (stereo not given)	8%	-20%	-18%	2%	-5%	1.6%	15%	-8%	-11%
O=C(O)c1cccc(S(=O)(=O)N2CCOCC2)c1	1%	7%	-19%	10%	-27%	0.8%	16%	5%	-20%
COc1ccc(NC(=O)CSCc2ccc([N+](=O)[O-])cc2)cc1OC	5%[57.1 µM]	-21%	-9%	2%	-5%	-0.4%	6%	1%	0%
CCOc1ccc(NC(=O)CCC(=O)NNS(=O)(=O)c2ccccc2[N+](=O)[O-])cc1	-14%[57.1 µM]	-8%	-11%	8%	11%	-1.6%	42%[activator][57.1 µM]	0%	8%
COc1cccc(CNC(=O)C(Cc2ccccc2)n2cccc2)c1 (stereo not given)	-3%	-10%	-26%	0%	-22%	-1.5%	6%	-4%	-13%
CCOc1ncccc1C(=O)OCC(=O)NCc1cccs1	0%	-10%	9%	-1%	0%	.	21%	2%	5%
Cc1cc(C)c2c(=O)n3c(nc2c1)C(Cc1ccccc1)NC(=O)c1cc2ccccc2cc1-3 (stereo not given)	.	?	.	4%	-5%	.	.	-2%	5%
CS(=O)(=O)N1CCc2cc(C(=O)OCC(=O)c3ccccc3)ccc21	3%	-18%	0%	7%	14%	2.2%	8%	0%	2%
CCCC(=O)Nc1c(-c2ccccc2)c(=O)c(C)nn1-c1ccccc1	8%	-27%	11%	-3%	29%	-2.8%	20%	-2%	13%
OC[C@@H](O)[C@@H](O[C@H]1O[C@H](CO)[C@@H](O)[C@H](O)[C@H]1O)[C@H](O)[C@@H](O)CO	-3%	0%	-5%	-17%	0%	-3.5%	3%	-1%	-8%
CC(C)CCNC(=O)CSc1nc2ccccc2c(=O)[nH]1	-7%	-5%	1%	1%	22%	-1.1%	6%	2%	-25%
COCCNC(=O)CCC(=O)NNc1nc2ccccc2c2nc(-c3ccccc3)nn12	-6%[57.1 µM]	4%&-27%	4%&-8%	22%&14%	4%&-14%	1.5%&-0.5%	4%[57.1 µM]	0%&6%	-2%&2%
CCC(=O)NC1=C(C#N)C2(CCCC2)Cc2ccccc21	6%[57.1 µM]	-19%	-10%	9%	4%	1.5%	10%[57.1 µM]	-1%	-1%
O=C(CS(=O)(=O)c1ccc(Cl)cc1)Nc1nccs1	.	-2%	.	0%	-23%	.	.	-1%	-1%
COc1ccc(C2=NNC(=O)C2(C)Br)cc1 (stereo not given)	-18%	-9%	-17%	1%	45µM*	.	?	2%	7%
Cc1ccc(OCc2cc(C(=O)NC3CCc4ccccc43)no2)cn1 (stereo not given)	1%	-16%	9%	-10%	-2%	1.7%	32%	1%	7%
CCc1ccc(C2c3c(oc4ccc(F)cc4c3=O)C(=O)N2CCc2ccc(OC)cc2)cc1 (stereo not given)	5%	-27%	12%	-15%	5%	5.5%	29%	1%	-14%
CN(Cc1ccccc1)C(=O)c1cc2cc(F)ccc2[nH]1	-4%	-22%	-24%[56.9 µM]	1%	i	-2.9%	-18%	-5%	-1%
Cn1c(O)c(N=Nc2ccc(F)cc2)c2ccccc21	-9%[57.1 µM]	40%[activator]	?	-11%	18µM*	-0.3%	-11%[57.1 µM]	0%	?
CC(NCc1ccc([N+](=O)[O-])cc1)C1COc2ccccc2O1 (stereo not given)	-3%	-14%	-13%[56.9 µM]	6%	?	1.6%	11%	-6%	-15%

The list is partial; the hit share may differ from the screen's.
